Compound activity (PubChem)
T cruzi growth = inhibitors of T. cruzi proliferation | 77,000 tested, 5.9% active | AID 624255 | T. cruzi beta-gal in NIH3T3, GalScreen luminescence, 90 h | inhibition, % at 8.34 µM;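 active = mean inhibition above about 93%, with at least 55% of replicates each passing it, limit read from the data, passing the limit was not always enough; inconclusive = only one of those two conditions holds; inactive = neither condition holds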
GASC1 inh = KDM4C (human) demethylase inhibition. Q9H3R0. GST-KDM4C 2-372, H3K9me3 peptide, LANCE TR-FRET. inhibition, % at 12.5 µM. 96,000 tested, 0.15% active. AID 720574;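 active = mean replicate inhibition above about 25%, with at least 55% of replicates also reaching it, limit read from the data, passing the limit was not always enough; inconclusive = only one of those two conditions met; inactive = neither condition met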
Target sequence (Q9H3R0 2-372 limits assumed): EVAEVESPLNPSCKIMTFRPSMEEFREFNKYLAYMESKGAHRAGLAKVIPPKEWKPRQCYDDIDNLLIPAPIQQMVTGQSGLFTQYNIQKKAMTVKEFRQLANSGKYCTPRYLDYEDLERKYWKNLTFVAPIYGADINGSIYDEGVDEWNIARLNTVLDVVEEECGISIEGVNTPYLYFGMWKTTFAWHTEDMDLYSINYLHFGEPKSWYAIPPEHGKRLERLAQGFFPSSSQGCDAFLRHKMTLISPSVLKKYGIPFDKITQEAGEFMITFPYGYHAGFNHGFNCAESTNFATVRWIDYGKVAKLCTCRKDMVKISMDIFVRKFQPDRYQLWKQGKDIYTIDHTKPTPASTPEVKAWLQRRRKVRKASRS
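System – N-terminal GST-fused human GASC-1 (KDM4C) fragment, residues 2-372 · Input – enzyme final amount 10 nM · Technique – LANCE TR-FRET, Eu antibody, ULight-streptavidin, EDTA, ex 340 nm, em 618/671 nm · Medium – HEPES buffer, pH 7.5, plus ascorbate · Incubation – enzyme reaction 30 min, then detection 60 min, both room temperature · Reagent – H3K9me3 peptide with Fe(II)/2OG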
Pf Dd2 inh = inhibitors of Plasmodium falciparum Dd2 growth | P. falciparum Dd2 growth, SYBR Green, 72 h; stronger effect = lower value | activity change, % at 10 µM | 94,000 tested, 2.3% active; in the data active = activity change below about -80%; inconclusive = no clear call, values can overlap the other calls
C diff growth = C. difficile growth inhibition; Clostridium difficile clinical isolate growth, OD600, 24 h; stronger effect = lower value; growth activity, negative = inhibition, % at 16 µg/mL (by protocol); 86,000 tested, 0.25% active;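 active = mean growth activity at or below -80% and every replicate also at or below -80%; inconclusive = mean at or below -80% but some replicate above -80%; inactive = mean growth activity above -80%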;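 note: 0% = DMSO wells and -100% = levofloxacin 16 µg/mL wells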
An asterisk follows results filed as active; ? = inconclusive; nt = not tested or not shown; & = joins results of further samples.

SMILES	T cruzi growth	GASC1 inh	Pf Dd2 inh	C diff growth
O=C(N[C@@H]1CC[C@@H](CCNS(=O)(=O)c2ccccc2)O[C@@H]1CO)c1cccc(F)c1	-37	-0.4	2	-2
COc1ccc(S(=O)(=O)N(C)C[C@@H]2Oc3c(NC(=O)CCCCCC(=O)Nc4ccccc4N)cccc3C(=O)N([C@H](C)CO)C[C@H]2C)cc1	nt	-2.0	-80	13
C[C@@H]1CN([C@@H](C)CO)C(=O)Cc2cc(NS(=O)(=O)c3ccc(F)cc3)ccc2O[C@@H]1CN(C)C(=O)Nc1ccc2c(c1)OCO2	37	2.0	23	nt
COc1ccc2c3c(n(C)c2c1)[C@H](CO)N(C(=O)Cc1ccccn1)CC31CN(CC2CCCCC2)C1	nt	0.0	-39	-3
Fc1ccccc1-c1ccc(C2[C@@H]3CN(Cc4ccccc4)C[C@H]2N3)cc1 (some centres not stated)	nt	-4.9&-1.4	-32&-3	-98*
O=C(C[C@H]1CC[C@H](NC(=O)C2CC2)[C@@H](CO)O1)NCc1ccccc1Cl	nt	-1.8	15	-3
C[C@@H]1CCCCO[C@H](CN(C)Cc2ccncc2)[C@H](C)CN([C@@H](C)CO)C(=O)c2cc(NS(=O)(=O)c3ccccc3)ccc2O1	12	-0.2	-28	-2
O=C(C[C@H]1CC[C@@H]2[C@H](COC[C@H](O)CN2C(=O)Cc2ccccc2)O1)NC1CCC1	46	0.6	-42	nt
CS(=O)(=O)N1[C@@H](C#N)[C@H](c2ccc(-c3ccccc3F)cc2)[C@@H]1CO	5	-1.1	20	9
O=C(N[C@H]1CC[C@@H](CCn2cc(-c3ccccc3)nn2)O[C@@H]1CO)c1cnccn1	13	-0.6	-30	-3
C[C@@H]1CCCCO[C@H](CN(C)S(=O)(=O)c2ccc(Cl)cc2)[C@@H](C)CN([C@@H](C)CO)C(=O)c2cc(NS(=O)(=O)c3cn(C)cn3)ccc2O1	31	1.0	-52	-1
O=C(c1cccnc1)N1CC2(C1)[C@@H](c1ccccc1)[C@@H](CO)N2CC1CC1	nt	-0.3	2	4
O=C(N[C@@H]1CC[C@@H](CC(=O)N2CCN(c3ccccc3)CC2)O[C@@H]1CO)c1ccncc1	-66	-0.2	1	3
COCC#Cc1ccc([C@H]2[C@H]3CN(Cc4cncnc4)CCCCN3[C@H]2CO)cc1	78	-0.8	13	-8
C[C@@H]1CN([C@@H](C)CO)C(=O)c2cc(-c3ccc(C(=O)N(C)C)cc3)cnc2O[C@@H]1CN(C)Cc1ccc(C(=O)O)cc1	-12	0.1	-5	3

Reformatted: results already given.
Second line of a record: T cruzi growth	GASC1 inh	Pf Dd2 inh	C diff growth
O=C(C[C@H]1CC[C@@H]2[C@H](COC[C@H](O)CN2C(=O)Cc2ccccc2)O1)NC1CCC1
→ 46	0.6	-42	nt
CS(=O)(=O)N1[C@@H](C#N)[C@H](c2ccc(-c3ccccc3F)cc2)[C@@H]1CO
→ 5	-1.1	20	9
O=C(N[C@H]1CC[C@@H](CCn2cc(-c3ccccc3)nn2)O[C@@H]1CO)c1cnccn1
→ 13	-0.6	-30	-3
C[C@@H]1CCCCO[C@H](CN(C)S(=O)(=O)c2ccc(Cl)cc2)[C@@H](C)CN([C@@H](C)CO)C(=O)c2cc(NS(=O)(=O)c3cn(C)cn3)ccc2O1
→ 31	1.0	-52	-1

(list continues)
SMILES	T cruzi growth	GASC1 inh	Pf Dd2 inh	C diff growth
C[C@@H]1CCCCO[C@H](CN(C)C(=O)Nc2ccc(F)cc2)[C@H](C)CN([C@@H](C)CO)C(=O)c2cc(NS(=O)(=O)c3cn(C)cn3)ccc2O1	-31	-1.7	-26	8
C[C@@H]1CN([C@@H](C)CO)C(=O)c2cc(NC(=O)C3CC3)ccc2O[C@H]1CN(C)C(=O)Nc1cccc2ccccc12	-26	0.2	4	0
C[C@H]1CN([C@@H](C)CO)C(=O)c2cccc(NS(=O)(=O)c3cccs3)c2O[C@@H]1CN(C)Cc1ccc(C(=O)O)cc1	-108	1.0	10	nt
CO[C@H]1CN(C)C(=O)c2cc(NS(=O)(=O)c3ccccc3)ccc2OC[C@H](C)N(C)C[C@H]1C	-52	0.9	nt	-5
C[C@H](CO)N1C[C@H](C)[C@H](CN(C)C(=O)Nc2ccccc2)Oc2ncc(-c3ccc(C#N)cc3)cc2C1=O	24	-0.3	29	-1
COc1cccc(S(=O)(=O)Nc2ccc3c(c2)OC[C@@H](C)N(C(=O)Cc2cccnc2)C[C@H](C)[C@H](OC)CN(C)C3=O)c1	-26	-1.4	-25	2
CN1C(=O)c2cc(NC(=O)c3cccs3)ccc2OC[C@@H]2O[C@@H](CC(=O)N3CCCCC3)CC[C@@H]21	85	1.3	-18	0
Cc1noc(C)c1S(=O)(=O)Nc1ccc2c(c1)C(=O)N([C@@H](C)CO)C[C@H](C)[C@@H](CN(C)C(=O)Nc1ccc(F)cc1)O2	6	0.8	18	nt
N#C[C@H]1[C@H](c2ccccc2C2=CCCC2)[C@@H](CO)N1C(=O)C1CC1	nt	4.5	-7	-16
C(=C\c1ccc(C2[C@@H]3CN(Cc4ccccn4)C[C@H]2N3)cc1)/c1ccccc1 (some centres not stated)	nt	0.1	-76	-12
C[C@@H]1CN([C@H](C)CO)C(=O)Cc2cc(N(C)C)ccc2O[C@H]1CN(C)Cc1ccc(C(F)(F)F)cc1	108*	-0.1	41	-9
C[C@@H]1CN([C@H](C)CO)C(=O)c2cc(NC(=O)Nc3ccc(F)cc3)ccc2O[C@H]1CN(C)Cc1ccc2c(c1)OCO2	nt	0.5	6	-2
O=C(C[C@@H]1CC[C@H]2[C@@H](COC[C@H](O)CN2Cc2cc(F)ccc2F)O1)NCc1ccc(Cl)cc1	27	1.7	2	36&2
CC(C)NC(=O)N(C)C[C@H]1Oc2ccc(NC(=O)c3ccncc3)cc2CC(=O)N([C@@H](C)CO)C[C@@H]1C	nt	-1.9	-7	8&-2
Cc1ccccc1S(=O)(=O)N1[C@@H]2CNC[C@H]1C2c1ccc(-c2ccc(C(=O)N(C)C)cc2)cc1 (some centres not stated)	nt	1.9	-25	0
C[C@H](CO)N1C[C@H](C)[C@@H](CN(C)C(=O)Cc2ccccc2)OCCCC[C@H](C)Oc2ccc(NC(=O)Nc3ccc(F)cc3)cc2C1=O	6	-4.3	7	-1
COc1cccc(S(=O)(=O)N2CCCCN3[C@H](CO)[C@H](c4ccc(-c5ccncc5)cc4)[C@H]3C2)c1	111*	-1.1	-34	0
O=C(C[C@H]1C[C@H]2c3cc(NC(=O)Nc4ccccc4)ccc3O[C@H]2[C@H](CO)O1)NCc1cccc(F)c1	41	-0.3	3	-1
COc1ccc(NC(=O)N(C)C[C@H]2Oc3c(NS(=O)(=O)c4ccc(OC)cc4)cccc3C(=O)N([C@H](C)CO)C[C@@H]2C)cc1	nt	2.1	19	1
COc1ccc(NC(=O)N(C)C[C@@H]2OCc3ccccc3-c3c(n(C)c4ccccc34)C(=O)N([C@@H](C)CO)C[C@@H]2C)cc1	25	-0.8	-67	nt
CCCNC(=O)C[C@@H]1CC[C@@H]2[C@H](COc3ccc(NC(=O)c4cccs4)cc3C(=O)N2C)O1	10	-0.9	-24	-1
O=C(Cc1cccnc1)N[C@@H]1CC[C@@H](CCNS(=O)(=O)c2ccccc2Cl)O[C@@H]1CO	-29	-0.2	16	-6
CO[C@H]1CN(C)C(=O)c2cc(NS(=O)(=O)Cc3ccccc3)ccc2OC[C@H](C)NC[C@H]1C	28	1.1	7	nt
CCCNC(=O)C[C@@H]1CC[C@@H]2[C@H](COC[C@H](O)CN2C(=O)Nc2c(C)noc2C)O1	-8	1.1	-1	5
Cc1noc(C)c1NC(=O)N(C)C[C@H]1Oc2ccc(NC(=O)NC(C)C)cc2C(=O)N([C@H](C)CO)C[C@@H]1C	nt	1.4	19	-7
CO[C@@H]1CN(C)C(=O)c2cc(NC(=O)Nc3cccc(F)c3)ccc2OC[C@H](C)N(C)C[C@H]1C	-76	-0.1	-40	2
COc1cccc(S(=O)(=O)N2CCCCN3[C@H](C2)[C@H](c2ccc(C4=CCCCC4)cc2)[C@@H]3CO)c1	41	-1.1	5	53
CC(C)NC(=O)N(C)C[C@H]1OCCCC[C@@H](C)Oc2ccc(NC(=O)Nc3ccccc3)cc2C(=O)N([C@H](C)CO)C[C@@H]1C	17	1.1	-1	2
O=C(C[C@H]1CC[C@H]2[C@@H](COC[C@@H](O)CN2S(=O)(=O)c2ccccc2)O1)NCCN1CCCC1	nt	0.3	20	4
CCCNC(=O)N1CC2(CN(CC3CCOCC3)C2)c2c(n(C)c3cc(OC)ccc23)[C@H]1CO	nt	0.4	-17	-9
C[C@@H]1CN([C@@H](C)CO)S(=O)(=O)c2ccc(C#C[C@@H](C)O)cc2O[C@H]1CN(C)C(=O)Cc1ccccn1	-11	0.8	6	-1
O=C(C1CC1)N1CC2(C1)[C@H](c1ccccc1)[C@@H](CO)N2Cc1nccs1	nt	-1.3	31	2
N#C[C@H]1[C@@H](c2ccc(C3=CCCC3)cc2)[C@H](CO)N1C(=O)Cc1ccncc1	76	-5.6	4	0
C[C@H]1CN([C@@H](C)CO)C(=O)c2cc(-c3cccc(C#N)c3)cnc2O[C@@H]1CN(C)C(=O)C1CCCCC1	nt	-0.6	-46	-3
C[C@@H]1CN([C@@H](C)CO)C(=O)c2cc(N(C)C)ccc2O[C@@H]1CN(C)Cc1ccc(C(=O)O)cc1	89	4.5	1	-3
CCCNC(=O)N1CC2(C1)[C@H](c1ccccc1)[C@H](CO)N2Cc1ccc(F)cc1	nt	0.8	15	-2
C[C@H](CO)N1C[C@H](C)[C@@H](CN(C)S(=O)(=O)c2ccccc2)Oc2c(NS(=O)(=O)c3cn(C)cn3)cccc2C1=O	nt	nt	34	-2
O=C(NC1CCCCC1)N1CC(=O)N2[C@H](C1)[C@@H](c1ccc(-c3cccnc3)cc1)[C@@H]2CO	nt	-0.6	-2	-3
COc1ccc(S(=O)(=O)Nc2ccc3c(c2)CC(=O)N([C@H](C)CO)C[C@H](C)[C@H](CN(C)S(=O)(=O)c2c(C)noc2C)O3)cc1	34	-0.8	-55	1
CCCNC(=O)[C@H]1[C@H](CO)[C@H]2Cn3c(ccc(/C=C/c4ccccc4)c3=O)[C@@H]1N2C(=O)c1ccncc1	-36	-0.7	nt	5
CCCNC(=O)C[C@@H]1CC[C@H]2[C@H](COc3ccc(NC(=O)NC(C)C)cc3C(=O)N2C)O1	16	0.2	30	-1
C[C@H](CO)N1C[C@H](C)[C@@H](CN(C)Cc2ccncc2)Oc2ccc(NC(=O)c3ccncc3)cc2C1=O	13	nt	11	-6
C[C@@H]1CN([C@H](C)CO)S(=O)(=O)c2ccc(C#Cc3ccc(F)cc3)cc2O[C@H]1CN(C)C(=O)c1ccccn1	88	2.7	-50	6
C[C@H](O)C#Cc1ccc2c(c1)O[C@@H](CN(C)Cc1ccccc1)[C@@H](C)CN([C@@H](C)CO)S2(=O)=O	-94	nt	11	4
OC[C@H]1[C@H](c2ccc(/C=C/c3ccccc3)cc2)[C@H]2CN(Cc3cccnc3)CCCCN21	84	-0.8	-57	7
COC(=O)C[C@H]1C=C[C@H](NC(=O)Nc2ccc(C(F)(F)F)cc2)[C@H](CO)O1	13	-1.8	5	nt
C[C@@H]1CN([C@@H](C)CO)C(=O)c2cc(NC(=O)C3CC3)ccc2O[C@@H]1CN(C)CC1CCCCC1	-23	-2.6	-12	9
Cc1noc(C)c1NC(=O)Nc1ccc2c(c1)C(=O)N([C@H](C)CO)C[C@@H](C)[C@@H](CN(C)Cc1ccc(C(=O)O)cc1)OCCCC[C@H](C)O2	43	1.9	63	nt
COc1ccc(-c2ccc3c(c2)[C@@H]2[C@@H](CCN2C(=O)Cc2ccccn2)[C@@H](CO)N3C)cc1	?	-0.3	-56	-9
C[C@@H]1CN([C@@H](C)CO)C(=O)c2cc(-c3cccc(C#N)c3)cnc2O[C@H]1CN(C)C(=O)C1CCOCC1	8	1.7	40	1
C[C@H]1CCCCO[C@H](CN(C)Cc2ccc(C(=O)O)cc2)[C@@H](C)CN([C@@H](C)CO)C(=O)c2cc(NC(=O)Nc3ccc(C(F)(F)F)cc3)ccc2O1	37	0.4	29	0
CN1C(=O)c2cc(NS(=O)(=O)c3cccc(F)c3)ccc2OC[C@H]2O[C@H](CC(=O)O)CC[C@H]21	-5	2.7	-72	nt
O=C(C[C@H]1CC[C@@H](NC(=O)C2CC2)[C@@H](CO)O1)NCC1CC1	nt	-0.5	nt	1
C[C@@H]1CN([C@@H](C)CO)C(=O)c2cc(NC(=O)Cc3cn(C)c4ccccc34)ccc2O[C@@H]1CN(C)Cc1ccc2c(c1)OCO2	nt	-2.2	-4	-1
